D1 antagonist: antagonists of human D1 dopamine receptor; P21728; HEK293 TREx D1 cells, calcium flux, dopamine EC80; hits give low values; activity change, negative = inhibition, % at 10 µM; 360,000 tested, 3.2% active; in the data active = activity change below about -30%; also: % is scaled to controls: 0 for no effect and ±100 for the full control effect
Target sequence (P21728 whole entry, looked up): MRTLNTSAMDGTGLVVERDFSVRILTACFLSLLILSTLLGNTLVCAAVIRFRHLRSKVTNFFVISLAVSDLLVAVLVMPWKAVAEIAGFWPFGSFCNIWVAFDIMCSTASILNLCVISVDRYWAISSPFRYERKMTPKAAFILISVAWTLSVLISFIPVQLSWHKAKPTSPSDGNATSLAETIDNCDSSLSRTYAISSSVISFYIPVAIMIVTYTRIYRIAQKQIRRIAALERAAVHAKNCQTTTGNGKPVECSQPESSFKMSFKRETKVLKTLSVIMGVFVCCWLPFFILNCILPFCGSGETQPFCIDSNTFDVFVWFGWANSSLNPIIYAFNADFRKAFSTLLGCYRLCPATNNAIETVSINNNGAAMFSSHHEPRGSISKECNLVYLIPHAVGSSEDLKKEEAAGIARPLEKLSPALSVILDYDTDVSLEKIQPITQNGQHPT
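Tetracycline-induced HEK293 Trex D1 cells, force-coupled to calcium, dye-loaded; compounds added and read 180 s, then EC80 dopamine added and calcium flux tracked kinetically another 180 s.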
RXFP1 agonist: activates the human relaxin receptor RXFP1 | Potency, µM (top dose mostly 57.5 µM), for inactives: at the top dose activation, actives largely listed as activators | AID 2676 | 370,000 tested, 0.3% active | HEK293T-RXFP1 cAMP TR-FRET, 30 min; response scale: percent of porcine relaxin response, buffer zero; also: potency is read from the fitted curve at half-maximal effect; % is scaled to controls: 0 for no effect and ±100 for the full control effect; nearly all actives have a fitted effect of over 60% in size; many of its hits are not listed in these tables
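HEK293T cells stably expressing RXFP1 were pretreated with the PDE4 inhibitor Ro 20174, exposed to compounds for 30 min at 37C, lysed, and cAMP was read by TR-FRET. Data normalized to buffer (basal) and 29 nM porcine relaxin (100%).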
D1 PAM: human D1 dopamine receptor positive modulation; P21728; HEK293 TREx D1 cells, calcium flux, dopamine EC20 potentiation; potentiation, % at 10 µM; 360,000 tested, 0.036% active; AID 504651; in the data active = potentiation above about 30%; also: 0% is about no effect
D2 PAM: positive allosteric modulators of human D2 dopamine receptor. P14416. HEK293 T-REx D2, calcium flux, EC20 dopamine potentiation. potentiation, % at 10 µM. 340,000 tested, 0.34% active. AID 485347;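 active = potentiation over 3 SD above the plate norm, cut at about 30% in these data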; also: 0% is about no effect
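Tetracycline-induced HEK293 T-REx cells force-coupled to calcium signalling expressed D2; compounds were pin-added after a 10 s baseline, read kinetically 180 s, then an EC20 dopamine challenge followed with a further 180 s calcium read.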
D1 ag: human D1 receptor agonism. P21728. HEK293 T-REx D1 cells, calcium flux, agonist mode. activation, % at 2 µM. 360,000 tested, 1% active. AID 504660; in the data active = activation above about 30%; also: 0% is about no effect
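Inducible HEK293 T-REx D1 cells, force-coupled to calcium signalling, were plated at 4000 cells/well with tetracycline and held overnight at 30 C. After no-wash calcium dye loading, compound-evoked calcium rise over 180 s flagged agonists.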
RXFP1 antag: blocks the human relaxin receptor RXFP1; Q9HBX9; HEK293-RXFP1, relaxin-stimulated cAMP HTRF, 30 min; hits give low values; activity change, negative = inhibition, % at 57.5 µM; 350,000 tested, 0.59% active;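 active = activity change of -60% or lower, but not beyond a set lower limit; inconclusive = change between -60% and -40%, or beyond the set limit; inactive = change above -40%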; also: % is scaled to controls: 0 for no effect and ±100 for the full control effect
Anesthetic bind: binds horse apoferritin like a general anesthetic; P02791; apoferritin/1-aminoanthracene competitive binding, fluorescence; Potency, µM (doses to about 77.5 µM), for inactives: at the highest dose activity change, negative = displacement, hits mostly inhibitors; 350,000 tested, 0.074% active; also: potency is read from the fitted curve at half-maximal effect; % is scaled to controls: 0 for no effect and ±100 for the full control effect; nearly all actives have a fitted effect of over 20% in size
Target sequence (P02791 2-175 limits assumed): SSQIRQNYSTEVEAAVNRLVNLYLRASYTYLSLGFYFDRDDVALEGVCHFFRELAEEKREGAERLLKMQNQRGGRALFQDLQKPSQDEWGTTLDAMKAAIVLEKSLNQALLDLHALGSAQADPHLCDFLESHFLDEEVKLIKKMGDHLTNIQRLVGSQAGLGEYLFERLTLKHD
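Horse-spleen apoferritin (10 uM) was mixed with 50% saturated 1-aminoanthracene in PBS, exposed to compounds for 10 min at room temperature, and read for fluorescence (ex 380 nm, em 535 nm). Competitive displacement was fitted with a four-parameter Hill equation.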
TRHR enhancer: allosterically enhances the human TRH receptor; P34981; TRHR cells, fluo-8 calcium fluorescence, EC20 TRH enhancement; enhancement, % at 2 µM; 360,000 tested, 0.66% active; in the data active = enhancement above about 30%; also: 0% is about no effect
Target sequence (P34981 whole entry, looked up): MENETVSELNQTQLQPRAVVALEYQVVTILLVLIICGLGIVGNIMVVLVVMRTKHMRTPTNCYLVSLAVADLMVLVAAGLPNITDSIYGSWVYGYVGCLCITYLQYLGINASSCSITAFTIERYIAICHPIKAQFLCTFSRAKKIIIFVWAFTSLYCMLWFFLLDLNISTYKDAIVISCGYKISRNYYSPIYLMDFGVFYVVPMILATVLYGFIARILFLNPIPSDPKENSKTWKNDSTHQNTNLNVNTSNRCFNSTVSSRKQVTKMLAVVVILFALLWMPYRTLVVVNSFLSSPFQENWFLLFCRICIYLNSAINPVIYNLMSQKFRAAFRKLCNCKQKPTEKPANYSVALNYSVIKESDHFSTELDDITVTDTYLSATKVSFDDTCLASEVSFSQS
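Enhancer read-out: after compound pinning and an initial kinetic agonist-mode read, an EC20 of TRH (10 nM final) was injected and fluo-8 calcium signal (Ex 480/Em 530) followed at 1 s/cycle for 100 cycles in TRHR-expressing cells.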
TRHR agonist: TRH receptor (human) agonism. P34981. TRHR cells, calcium flux fluo-8, FDSS agonist mode. activation, % at 2 µM. 360,000 tested, 0.18% active; in the data active = activation above about 30%; also: 0% is about no effect
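Steps: seed TRHR cells overnight; add fluo-8 no-wash Ca dye, RT 30 min–1.5 h; record 10 s baseline; pin-transfer compounds; monitor fluorescence 1 cycle/s for the agonist window. Calcium increases flag candidate agonists.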
Numbers without * were called inactive; ? = inconclusive; nt = not tested or not shown; [ ] = remark or other dose. Unless noted, calls follow the shape of the dose curve; as a rule, active = well fitted curve in the direction sought with a large enough effect; inconclusive = small, poorly fitted or top-dose-only effect, or another doubt; inactive = no such curve, though single readings can be large; an effect the other way counts as inactive or inconclusive.

Start of the listing, in advance (two entries):
SMILES	D1 antagonist	RXFP1 agonist	D1 PAM	D2 PAM	D1 ag	RXFP1 antag	Anesthetic bind	TRHR enhancer	TRHR agonist
O=C(NCc1ccccc1)N1CCC(Cc2ccccc2)CC1	0	0.1%	-3	6	5	-15	-1%	-2	-0.8
CCCCNC(=O)COC(=O)c1cc(Br)ccc1Cl	-31*	-0.4%	-12	-9	1	-8	-6%	-2	-1.9

The list itself, from the start:
SMILES	D1 antagonist	RXFP1 agonist	D1 PAM	D2 PAM	D1 ag	RXFP1 antag	Anesthetic bind	TRHR enhancer	TRHR agonist
O=C(NCc1ccccc1)N1CCC(Cc2ccccc2)CC1	0	0.1%	-3	6	5	-15	-1%	-2	-0.8
CCCCNC(=O)COC(=O)c1cc(Br)ccc1Cl	-31*	-0.4%	-12	-9	1	-8	-6%	-2	-1.9
CCOc1ccccc1-c1nc2c([nH]1)c(=O)n(C)c(=O)n2C	-15	3.7%	-6	7	-1	7	0%	-1	0.4
Cc1ccccc1NC(=O)N(C(C)C)C(C)C	9	0.1%	-14	-1	2	-4	0%	4	0.2
Cc1ccc(-c2cc(C(=O)N3CCC(C)CC3)c3ccccc3n2)cc1	-10	0.6%	-2	nt	5	-3	?	-14	-0.1
O=C(CCc1nc(CN2CCN(S(=O)(=O)c3ccc(Cl)cc3)CC2)no1)N1CCCCC1	-5	0.3%	-2	4	13	-10	8%	6	-0.9
O=C(O)CCC(=O)NCc1ccc(C(=O)O)cc1	7	2.0%	-1	15	3	-4	3%	4	-0.8
CC1CC(C)CN(C(=O)COC(=O)c2cc(S(=O)(=O)N3CCOCC3)ccc2F)C1 (stereo not drawn)	-6	1.3%	1	-11	0	-7	nt	-1	-0.6
CC(C)n1cc(NC(=O)C2CC(c3cccc(Br)c3)=NO2)cn1 (stereo not drawn)	-9	-4.1%	-2	-2	5	-4	-21%	7	-0.3
CCOc1ccc(NS(=O)(=O)c2ccc(-c3cnc(C4CC4)o3)cc2)cc1	-11	3.9%	1	-3	7	-3	20%	-3	-0.2
COc1ccc(C2CC(c3cccs3)=NN2C(=O)CSc2nnc(N)s2)cc1OC (stereo not drawn)	14	3.4%	-4	5	4	9	-13%	3	0.4
COc1ccc(-c2csc3ncnc(N4CCN(c5ccccc5OC)CC4)c23)cc1	-14	0.7%	nt	8	2	-15	-14%	1	-1.2
CCn1nccc1C(=O)Nc1ccc(Cl)c(Cl)c1	-8	1.4%	-8	-4	0	-7	?	-1	-0.3
O=C(CSc1nncs1)Nc1ccc(N2CCCCC2)cc1	1	-2.8%	-1	nt	4	-6	nt	10	1.1
O=[N+]([O-])c1nn(-c2ccc3c(c2)OCCO3)n(O)c1=NCc1ccc(F)cc1Cl	-1	4.3%	-1	2	0	-11	-11%	2	0.6
Cc1cc(-c2nc(C)c(C(=O)NNS(=O)(=O)c3ccccc3)s2)no1	8	-0.3%	0	13	3	4	-10%	5	-0.4
O=C(Cc1cccs1)Nc1ccc(F)c(F)c1	2	0.6%	-3	12	2	11	-10%	-4	0.1
CN(c1ccccc1)S(=O)(=O)c1cc(C(=O)OCC(N)=O)ccc1Cl	-15	2.5%	2	-4	3	-7	-18%	-10	0.7
COc1ccc(OC)c(CCNC(=O)c2ccc(NC3=NC4CS(=O)(=O)CC4S3)cc2)c1 (stereo not drawn)	-1	0.1%	-5	19	1	0	-11%	0	-0.2
O=S(=O)(NC1CC1)c1ccccc1	3	1.1%	-4	7	3	2	-4%	-1	0.1
O=C(CCCCCNC(=O)c1ccccc1)C[N+](=O)[O-]	-3	-1.9%	0	10	1	-2	-9%	10	0.1
Cc1onc(-c2ccccc2)c1C(=O)Nc1cccc(S(=O)(=O)NC2=NCCC2)c1	-5	-0.6%	-4	0	1	1	nt	5	0.8
Oc1ccccc1C1=NN(c2ccccc2)C(c2ccc(F)cc2)C1 (stereo not drawn)	11	2.9%	1	0	5	-21	522%[activator]	-7	-0.1
Cc1ccc(N(CC(=O)NCc2ccco2)C(=O)CCC(=O)Nc2ccccn2)cc1C	10	-0.1%	-4	-5	4	-12	-21%	-4	0.6
CCOc1ccccc1N(C)C(=O)c1c2c(nc3ccccc13)C(=O)N(C1CCCCC1)C2	-7	-0.2%	-5	1	2	-21	-9%	-2	-0.7
CCNc1nc(OCCNC(C)=O)nc(N(C)C)n1	-13	1.9%	-7	1	5	-14	-3%	0	1.0
Cc1csc(NC(=O)CSc2nnc(-c3ccccc3)o2)n1	-4	0.7%	6	-8	1	-3	-22%	4	0.0
Cc1ccc(NC(=S)N2CCCCCC2)c(C)c1	3	-0.7%	-5	1	4	-3	?	-7	1.2
COc1ccc(OCc2nnc(SC3CCOC3=O)n2-c2ccccc2)cc1 (stereo not drawn)	-12	2.2%	-2	5	2	-21	-21%	5	-0.4
CCN=C1SC(CC(=O)Nc2ccc(N3CCOCC3)cc2)C(=O)N1CC (stereo not drawn)	4	0.0%	-10	3	6	-2	-3%	6	0.0
COC(C[C@H](O)C[C@@H](O)COCc1ccccc1)OC	1	0.0%	0	3	4	nt	-9%	3	0.2
NC(=S)c1ncc(C(F)(F)F)cc1Cl	0	-2.8%	-9	3	5	5	-6%	4	-0.4
CCOC(=O)N1CCN(c2c(NCc3ccc(Cl)cc3)c(=O)c2=O)CC1	1	1.8%	nt	-3	3	nt	-1%	-3	-0.4
CC(=O)Nc1nonc1-c1nnc(SCC(=O)Nc2cc(C)ccc2C)n1-c1ccccc1	4	4.3%	-1	-18	4	0	?	-9	0.2
CCOC(=O)c1cccc(NC(=O)CSc2nnc(CNc3ccc(C)cc3)n2CC)c1	-6	-0.9%	-5	2	-1	2	?	7	0.2
Cc1nn(CC(=O)NCc2ccccc2F)c(C)c1[N+](=O)[O-]	-12	1.3%	-2	6	2	-14	-4%	6	1.3
Cc1ccc(C)c(N2CCN(C(=O)c3cccn4c(=O)c5sccc5nc34)CC2)c1	7	2.5%	0	8	19	-24	-9%	1	1.2
O=C(NCCc1ccccc1)c1ccc(Cl)nc1	-13	-1.7%	-6	5	0	1	-2%	1	0.7
COc1ccc(-n2c(Cc3cccn3C)nnc2SCC(=O)NCc2ccc(F)cc2)cc1	0	-0.7%	13	10	0	-21	1%	6	-0.2
CN(CCC#N)CC(=O)Nc1ccc(NC(=O)CN(C)CCC#N)cc1	-6	-0.3%	-7	5	6	-10	-5%	13	0.2
CCOC(=O)C1=C(N)Oc2cc(O)ccc2C1c1ccc(Br)cc1 (stereo not drawn)	-14	-1.4%	1	7	3	-7	-22%	-1	1.0
Cc1c(Cl)cccc1-c1ccc(CNCCSc2nnnn2-c2ccccc2)o1	0	-3.8%	4	-28	8	-40	94%[activator]	3	1.9
CCn1c(C)cc(O)c(C(=O)Nc2cccc(Cl)c2)c1=O	-1	2.1%	1	11	0	15	-7%	6	0.4
COc1cccc(NC(=O)CN(C)C(=O)c2cc3c(s2)CCC(C)C3)c1 (stereo not drawn)	21	1.5%	-2	1	-1	1	nt	8	0.1
COc1ccc(/C(O)=C/c2nc3ccccc3n(-c3ccccc3)c2=O)cc1	-7	1.0%	-2	-7	39*	-23	-22%	2	23
Clc1ccc2[nH]cc(-c3nnnn3-c3ccc4ccccc4c3)c2c1	-9	2.5%	-3	-2	7	-10	-10%	-1	0.0
Cn1c(SCC(=O)NC(C)(C)C)nnc1-c1cccc(NC(=O)c2ccccc2F)c1	7	0.9%	0	13	-2	2	-7%	-3	-0.7
Oc1ccccc1-c1nc(NCc2cccnc2)c2ccccc2n1	-2	1.5%	-5	-12	1	-11	-13%	5	-0.7
O=C(Cn1ncc2c3ccccc3n(Cc3cccc(Cl)c3)c2c1=O)NCCCN1CCCCC1	4	3.0%	-3	-1	6	-2	-10%	0	0.4
Cn1cc(S(=O)(=O)N2CCCCCC2)cc1C(=O)NCc1ccc(Cl)cc1	-6	-0.2%	-4	-2	8	nt	126%[activator]	4	0.3
Cc1cccc(C(=O)N2CCC(n3nnc4cc(F)ccc43)CC2)c1	-1	0.5%	0	-2	0	3	4%	7	-0.2
Cc1ccc(Cc2cnc(NC(=O)C3CCCO3)s2)cc1 (stereo not drawn)	14	0.8%	7	-11	2	-10	?	-1	0.4
COc1ccccc1C1/C(=C(/O)c2ccc(C)cc2)C(=O)C(=O)N1Cc1ccco1 (stereo not drawn)	-15	6.9%	-4	-3	2	-5	38%[activator]	3	-0.6
COc1ccc(-c2nn3c(-c4ccc(OC)cc4)nnc3c3ccccc23)cc1	-13	9.3%	0	0	0	-3	-5%	-2	-0.8
O=C(C1=C[C@H](c2coc3ccccc3c2=O)C[C@H](OCCCCO)O1)N1CCN(Cc2ccccc2)CC1	-7	-0.4%	-3	5	-4	nt	-8%	1	-0.2
Cc1cc(C(F)(F)F)nc(Nc2nc(C)c3ccccc3n2)n1	-5	9.2%	1	9	2	-5	1%	-4	-0.2
Cc1ccccc1C(=O)Nc1cccc(C(=O)OCc2cc(=O)n3c(C)csc3n2)c1	7	-0.2%	1	2	-1	-13	-4%	-8	0.6
Cc1cc(NC(=O)COC(=O)c2n[nH]c3ccccc23)no1	3	2.7%	6	18	1	-4	-15%	3	0.2
CCOC(=O)C1(Cc2cccc(Cl)c2)CCCN(C(=O)c2cc(C(C)C)nn2C)C1 (stereo not drawn)	1	-1.7%	9	17	4	-11	-21%	0	2.0
CCCc1[nH]nc2c1C(c1ccc(OC(=O)N3CCOCC3)cc1)C(C#N)=C(N)O2 (stereo not drawn)	-29	3.5%	-8	3	2	8	-16%	6	-0.7

The list goes on:
SMILES	D1 antagonist	RXFP1 agonist	D1 PAM	D2 PAM	D1 ag	RXFP1 antag	Anesthetic bind	TRHR enhancer	TRHR agonist
O=C(CCc1nc2ccccc2c(=O)[nH]1)N1CCN(S(=O)(=O)c2ccc(F)cc2)CC1	-6	1.3%	0	11	0	-8	nt	-8	-0.7
CCOc1ccc(OCCOC(=O)CNC(=O)c2ccc(Cl)cc2Cl)cc1	-9	1.7%	-10	-3	18	-3	nt	-10	-0.2
CCNC(=O)N1CCN(CCCC(c2ccc(F)cc2)c2ccc(F)cc2)CC1	-73*	-0.4%	-4	-26	21	-29	nt	-9	3.9
CCCCN(Cc1cccs1)S(=O)(=O)c1csc(C(N)=O)c1	-4	3.9%	2	8	7	-21	-13%	1	-0.8

Three of the entries above in order of the D1 ag value, falling:
SMILES,D1 ag
CCOc1ccc(OCCOC(=O)CNC(=O)c2ccc(Cl)cc2Cl)cc1,18
CCCCN(Cc1cccs1)S(=O)(=O)c1csc(C(N)=O)c1,7
O=C(CCc1nc2ccccc2c(=O)[nH]1)N1CCN(S(=O)(=O)c2ccc(F)cc2)CC1,0

High-throughput results deposited in PubChem BioAssay by National Center for Advancing Translational Sciences (NCATS).

A portion of the library; the hit share may differ from the screen's.
